Assay outcomes deposited in PubChem by National Center for Advancing Translational Sciences (NCATS).
MCF10A rereplic – inducers of DNA re-replication in MCF 10A breast cells; Potency, µM (titrated, usually from 46.1 µM), for the others: top-dose activity, positive = re-replication, hits mostly activators; AID 624296; hit rate 2.9% among 350,000; MCF 10A DNA re-replication, Hoechst nuclear intensity, 48 h; also: potency is read from the fitted curve at half-maximal effect; % of control where 0% means no effect; nearly all actives have a fitted effect of over 50% in size
IL-1B inflam inh – blocks inflammasome-driven IL-1 beta release | activity change, % at 57.5 µM | AID 743279 | hit rate 4.7% among 360,000 | THP-1 LPS/ATP IL-1B secretion, AlphaLISA, 16 h; active compounds read low; in the data active = activity change below about -50%; inconclusive = mostly about -30% to -49%; also: % is scaled to controls: 0 for no effect and ±100 for the full control effect
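THP-1 cells pretreated 1 hr with compounds (up to 57.5 uM final), then stimulated with LPS (250 ng/mL final) plus ATP (1.25 mM final); secreted IL-1B measured by AlphaLISA after 16 hr, decreased signal indicating inhibition.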
HT1080 IDH1KD tx – HT-1080 IDH1 knockdown cell toxicity (counter line) | Potency, µM (highest dose often 46.1 µM), for inactives: top-dose activity, negative = toxicity, actives largely listed as cytotoxic | HT-1080 IDH1 knockdown viability, ATP luminescence, 48 h | hit rate 2% among 360,000 | AID 686971;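 also: potency is read from the fitted curve at half-maximal effect; 0% = DMSO wells and -100% = cell-free medium wells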
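Luminescent ATP read-out (CellTiter-Glo, 10 min at room temperature) after 48 h compound exposure at 37 °C gave viability of IDH1-knockdown HT-1080 cells. Activity was normalised to DMSO and cell-free wells, then fitted as concentration-response curves.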
SW480 rerep – induces DNA re-replication in SW480 colon adenocarcinoma cells. Potency, µM (top dose mostly 46.1 µM), for inactives: top-dose re-replication activation, hits mostly activators. SW480 DNA re-replication, Hoechst DNA content imaging, 48 h. hit rate 1.8% among 340,000; also: potency is read from the fitted curve at half-maximal effect; % of control where 0% means no effect; nearly all actives have a fitted effect of over 55% in size
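250 cells/well; 23 nL cpd via pin tool; 48 hr, 37 C, 5% CO2; Hoechst 40 min; imager read of total nuclear intensity, ex 405/em 500-530 nm.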
S2 tox – viability counter-screen for ATXN expression inhibitors; S2 cells (HEK-293 line with an ATXN2-luciferase reporter) viability, CellTiter-Fluor protease fluorescence, 24 h; Potency, µM (top dose mostly 56.7 µM), actives largely listed as cytotoxic; hit rate 0.49% among 400,000; also: potency is read from the fitted curve at half-maximal effect; nearly all actives have a fitted effect of over 40% in size
KB-3-1 tox – kills parental KB-3-1 adenocarcinoma cells; Potency, µM (highest dose often 46.1 µM), without a hit: at the highest dose activity change, negative = cytotoxic, hits mostly cytotoxic; hit rate 1.4% among 400,000; AID 1347075; KB-3-1 viability, CellTiter-Glo ATP luminescence, 72 h; also: potency is read from the fitted curve at half-maximal effect; % is scaled to controls: 0 for no effect and ±100 for the full control effect; nearly all actives have a fitted effect of over 60% in size
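Parental KB-3-1 adenocarcinoma cells in phenol-red-free DMEM with 10% FBS were pin-treated with compounds at several concentrations, incubated 72 h at 37 °C, and viability read by CellTiter-Glo luminescence; concentration-effect curves were fitted after normalization.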
HT1080-NT tox – kills 2HG-producing HT-1080-NT fibrosarcoma cells | HT-1080-NT fibrosarcoma viability, CellTiter-Glo ATP luminescence, 48 h | Potency, µM (series often up to 46.1 µM), inactives show at the highest dose activity, negative = less viability, most hits filed as cytotoxic | hit rate 1.6% among 360,000 | AID 686970;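 also: NT is the 2HG producing partner of a matched IDH1 knockdown line; potency is read from the fitted curve at half-maximal effect; 0% = DMSO-treated cells and -100% = media-only wells without cells; nearly all actives have a fitted effect of over 55% in size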
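Toxicity toward the 2HG-producing NT line was scored as %Activity, normalised to DMSO and no-cell wells, from CellTiter-Glo luminescence after 48 hours' treatment.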
KB-V1 MDR tox – KB-V1 MDR subline cytotoxicity | KB-V1 MDR cells viability, CellTiter-Glo, 72 h | Potency, µM (highest dose often 46.1 µM), for inactives: at the highest dose activity change, negative = cytotoxicity, most hits filed as cytotoxic | hit rate 3.4% among 400,000; also: potency is read from the fitted curve at half-maximal effect; % is scaled to controls: 0 for no effect and ±100 for the full control effect; nearly all actives have a fitted effect of over 60% in size
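Compound-treated KB-V1 multidrug-resistant cells, 72 h, 37 degrees C; viability by CellTiter-Glo. Fitted qHTS curves give the values.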
ATXN2 expr inh – inhibitors of ATXN2 expression; hit rate 0.72% among 360,000; HEK-293 ATXN2-luciferase reporter, luminescence, 24 h; AID 1745845; Potency, µM (top dose mostly 57 µM), inactives show at the highest dose activity change, negative = inhibition, usual class: inhibitors; also: potency is read from the fitted curve at half-maximal effect; % is scaled to controls: 0 for no effect and ±100 for the full control effect; nearly all actives have a fitted effect of over 55% in size
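qHTS (up to 57 uM final) was run with 24 h compound exposure of reporter cells at 37 °C. Each well was multiplexed: SteadyGlo luminescence measured ATXN2-luciferase expression after a fluorogenic Gly-Phe-AFC viability readout (25 uM final).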
The depositor's hits bear a star; i = inactive; ? = inconclusive; . = no result given; [ ] = another dose, or the depositor's remark. Unless noted, calls follow the shape of the dose curve; as a rule, active = well fitted curve in the direction sought with a large enough effect; inconclusive = small, poorly fitted or top-dose-only effect, or another doubt; inactive = no such curve, though single readings can be large; an effect the other way counts as inactive or inconclusive.

SMILES	MCF10A rereplic	IL-1B inflam inh	HT1080 IDH1KD tx	SW480 rerep	S2 tox	KB-3-1 tox	HT1080-NT tox	KB-V1 MDR tox	ATXN2 expr inh
CCc1ccc(O)c(CNCCNCc2cc(CC)ccc2O)c1	-5%	52	-17%	1%	?	?	-30%	?	?
NC(=O)c1nsc(C(=O)N(c2ccccc2)C(C(=O)NCC2CCCO2)c2ccc(F)cc2)c1N (configuration not stated)	12%	-13	-3%	22%	i	?	-15%	0%	-14%
COc1cccc(CNC(=O)CCCc2cn(C)c3ccccc23)c1	-2%	-23	-2%	-1%	i	3%	1%	2%	1%
O=C(c1cccs1)n1nc(-c2cccnc2)nc1NCc1ccco1	8%	-17	9%	-1%	i	-1%	?	25%	-2%
CCOc1ccc(C(=O)c2cn(CC(=O)Nc3cc(OC)cc(OC)c3)c3ccc(F)cc3c2=O)cc1	.	.	.	.	i	-17%	.	0%	4%
Nc1ccccc1-n1nc2ccc3ccccc3c2n1	.	51	-4%	.	.	0%	-7%	-3%	.
C=CC[C@@H](CC(=O)N(CCO)Cc1ccccc1)C(=O)NC[C@H](OC(=O)[C@@H](CC=C)Cc1ccc(F)cc1)c1ccccc1	?	-71*	?	7%	20µM*	?	?	16µM*	?
Cc1nnc(SCC(=O)N2CCN(c3ccccc3F)CC2)n1C1CC1	1%	1	4%	2%	i	3%	0%	-19%	6%
CCN1c2ccccc2-c2nc(SCC(=O)Nc3c(C)cc(C)cc3C)ncc2S1(=O)=O	.	.	.	.	?	10µM*	.	4.6µM*	-4%
CCOC(=O)C1=CCN(S(=O)(=O)c2cccc(Cl)c2)C1c1cccc(F)c1 (configuration not stated)	.	?	-9%	.	i	-1%	-14%	?	-17%
COc1ccc(-c2oc3ncn(Cc4ccco4)c(=N)c3c2-c2ccc(OC)cc2)cc1	?	-65*	?	?	i	-31%	?	?	-31%
N#Cc1nc(COc2ccccc2F)oc1NCCc1ccccc1	23µM*	-77*	-16%	5%	i	-1%	-18%	-15%	7%
COc1ccc(CNC(=O)C[C@H]2C(=O)N(CCc3ccccc3)C[C@@H]2Cc2ccccc2)cc1	-4%	?	-1%	-1%	?	?	3%	?	?
CN(C)S(=O)(=O)NCCNc1ccc(C(F)(F)F)cc1[N+](=O)[O-]	16%	-22	-25%	?	?	-4%	-2%	-26%	.
CC(=O)Nc1cccc(C(=O)OC2CCOC2=O)c1 (configuration not stated)	2%	15	9%	-7%	i	-4%	-5%	?	-3%

In the list so far, 2 have an aryl thioether with sulfur outside any ring:
SMILES	MCF10A rereplic	IL-1B inflam inh	HT1080 IDH1KD tx	SW480 rerep	S2 tox	KB-3-1 tox	HT1080-NT tox	KB-V1 MDR tox	ATXN2 expr inh
Cc1nnc(SCC(=O)N2CCN(c3ccccc3F)CC2)n1C1CC1	1%	1	4%	2%	i	3%	0%	-19%	6%
CCN1c2ccccc2-c2nc(SCC(=O)Nc3c(C)cc(C)cc3C)ncc2S1(=O)=O	.	.	.	.	?	10µM*	.	4.6µM*	-4%

(further entries)
SMILES	MCF10A rereplic	IL-1B inflam inh	HT1080 IDH1KD tx	SW480 rerep	S2 tox	KB-3-1 tox	HT1080-NT tox	KB-V1 MDR tox	ATXN2 expr inh
CN1CCN(c2ccc(S(=O)(=O)N3CCCCC3)cc2NC(=O)Cc2ccc(Cl)cc2)CC1	24%	15	6%	-1%	i	-6%	-6%	1%	-18%
CCOC(=O)C1=CCC(c2cccc3ccccc23)N(S(=O)(=O)c2ccc(C)cc2)C1 (configuration not stated)	.	0	-28%	.	i	-4%	-16%	0%	10%
COc1ccc(C(CC(=O)O)NC(=O)c2ccccc2[N+](=O)[O-])cc1 (configuration not stated)	5%	23	3%	-1%	i	7%	0%	0%	-1%
Cc1cc(C(=O)NC2=NCCS2)cs1	-1%	2	7%	-1%	i	-10%	0%[9.24 µM]	9%	-20%
C[n+]1cccc(C(=O)Nc2ccccc2)c1	-10%	22	9%	-21%	i	-2%	-1%	10%	-3%
Cc1cc(C)c2c(CN3CCN(c4ccccc4F)CC3)cc(=O)oc2c1	.	14	14%	.	i	0%	19%	3%	7%
Cc1cc(=O)[nH]c(/N=C(\N)Nc2cccc3ccccc23)n1	?	14	?	20%	i	-5%	-21%	0%	-17%
CCC(=O)NCc1ccc2[nH]c(C)cc2c1	12%	-7	9%	-1%	i	10%	13%	-16%	7%
NC(=O)CC(NC(=O)c1ccccc1)c1ccc(NC2CCCCCCC2)c([N+](=O)[O-])c1 (configuration not stated)	-9%	-12	-24%	3%	?	-29%	?	3%	?
CC1CCCC(NC(=O)NC(=O)CCl)C1C (configuration not stated)	?	-63*	-6%	?	i	-30%	-4%	-3%	2%
Cn1c(N)c(C(=O)COC(=O)c2cccc(S(=O)(=O)NCc3ccccc3)c2)c(=O)n(C)c1=O	5%	30	1%	-5%	i	12%	-11%	-7%	-2%
CCCCOc1ccc(S(=O)(=O)Nc2ccc(-c3ccc(N4CCCCCC4)nn3)cc2)cc1	.	.	.	.	i	?	.	?	14%
O=C(N/C(=C/c1ccc(Br)cc1)C(=O)N1CCOCC1)c1ccc(Br)o1	0%	-12	-7%	-6%	i	-7%	-8%	14%	5%
Clc1ccccc1OCc1nnc(-c2ccccc2Br)o1	-3%	?	0%	-1%	i	-2%	5%	0%	43%[activator]
Nc1nc2n(n1)C(c1c(F)cccc1Cl)CC(c1ccc(F)cc1)N2 (configuration not stated)	2%	-8	5%	0%	i	-1%	2%	21%	1%
CCCNC(=O)CN(Cc1ccco1)S(=O)(=O)c1ccc(OCC)cc1	16%	9	2%	1%	i	-8%	-3%	-26%	5%
Cc1cc(C)c2c3c(sc2n1)C1(CCSCC1)C(C#N)=C(N)O3	3%	27	0%	-10%	i	-3%	12%	-6%	60%[activator]
Cc1ccc(S(=O)(=O)N(C)c2ccc(C(=O)N3CCC(C(N)=O)CC3)cc2)cc1	11%	-2	-4%[9.24 µM]	-8%	i	-1%	3%	-26%	5%
Cc1cc2c(cc1S(=O)(=O)N1CCN(c3cccc(C)c3C)CC1)OCC(=O)N2	28%	-10	-11%	-2%	?	-10%	2%	-4%	-24%
Cc1ccc(NC(=O)N2CCC(NC(=O)C(C)(C)C)CC2)cc1	0%	-13	3%	1%	i	-3%	8%	6%	-2%
CC(NS(=O)(=O)c1ccc(OCC(=O)NCc2cccnc2)cc1)c1ccccc1 (configuration not stated)	-2%	-4	16%	-5%	i	1%	15%	-1%	-8%
CCc1ccc(C(=O)NNC(=O)Cn2c(=O)cnc3ccccc32)cc1	3%	0	-8%	-5%	i	3%	-1%	10%	.
CC(=O)c1c(C(C)=O)c(C)n(-c2ccc(N)cc2)c1C	-4%	5	8%	4%	i	4%	1%	24%	8%
Cn1cccc1CC(=O)N/N=C/c1cccc([N+](=O)[O-])c1	-8%	14	-9%	-8%	i	-4%	-2%	-2%	-8%
CNC(=O)CSc1nnc(CCc2ccccc2)n1-c1ccccc1	-1%	-7	-3%[9.24 µM]	2%	i	-1%	-12%	1%	-20%
COC(=O)c1ccccc1Nc1cc(C)nc2nc(C)nn12	-2%	3	-4%	-8%	i	2%	-2%	-3%	2%
Cc1ccc(NC(=O)Cn2c(=O)n(Cc3ccccc3)c(=O)c3c(C)c(C(=O)N(C)C)sc32)c(C)c1	.	.	.	.	?	-4%	.	-2%	0%
CCOC(=O)C1CCCN(C(=O)c2sc3nc(C)nc(N(CC)CC)c3c2C)C1 (configuration not stated)	2%	0	-7%	-7%	i	-1%	-1%[9.24 µM]	-19%	-9%
CCCCn1c(SCC(=O)Nc2ccc(F)cc2)nc2c(sc3ccccc32)c1=O	.	.	.	.	i	0%	.	-25%	2%
COc1ncccc1-c1cnc2cccnn12	.	-6	?	.	i	-1%	19%	-14%	3%
COc1ccc(NC(=O)c2ccc3c(=O)n(-c4ccc(OC)cc4OC)c(=S)[nH]c3c2)cc1	4%	68	-1%	-11%	i	?	-15%	?	-8%
COc1cc(C(=O)Nc2ccc3c(c2)N(C(=O)CN2CCN(C)CC2)c2ccccc2CC3)cc(OC)c1OC	16%	-18	?	-6%	i	-24%	-35%	3%	8%
COc1ccc(OC)c(CCNC(=O)Cn2cccc2C(=O)c2ccccc2C)c1	2%	0	10%	2%	i	6%	?	-18%	-12%
Cc1ccc(S(=O)(=O)NCCC(=O)N2CCC(C)CC2)cc1	21%	16	6%	-8%	i	7%	3%	-15%	9%
CCc1c(C)sc(NC(=S)N2CC(C)OC(C)C2)c1C(=O)OC (configuration not stated)	1%	2	11%	2%	i	-2%	21%	0%	.
COc1cccc(C2=NOC(C(=O)NC(C)(C)C)C2)c1 (configuration not stated)	-2%	-10	-17%	-8%	i	-3%	8%	-16%	2%
COc1ccc(CCNC(=O)C2CCCN(c3ncnc4c3nc3n4CCCCC3)C2)c(OC)c1 (configuration not stated)	2%	-19	-2%	-3%	i	?	-3%	-43%	-13%
Cc1ccccc1OCC(=O)NC(=S)Nc1ccc(N2CCOCC2)c(Cl)c1	18%	-15	3%	1%	i	4%	10%	-1%	-15%
COCCCNC(=S)Nc1ccc(C)cc1[N+](=O)[O-]	6%	0	1%	4%	i	2%	2%	22%	13%
COc1ccc(-c2nnc(SCC(=O)c3cccs3)n2-c2ccc(Cl)cc2)cc1	-35%[inhibitor]	-27	-26%	9%	?	0%	?	-5%	-12%
O=c1cc(Cl)[nH]c(=O)n1Cc1ccccc1	3%	2	10%	-6%	i	1%	15%	28%	-2%
COc1ccccc1NC(=O)CN1C(=O)CSC(C)C1=O (configuration not stated)	20%	3	1%	?	i	1%	7%	1%	.
